Screening results deposited in PubChem by several laboratories.
MOR-DOR inv ag: inverse agonist of human OPRM1-OPRD1 heterodimerization. P35372+P41143. AID 504357. inhibition, % at 9.3 µM. cell-based MOR-DOR heterodimer luminescence, inverse agonism. 0.21% of 340,000 active; in the data active = inhibition above about 22%, passing the limit was not always enough;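 note: 0% = cells with DMSO and 100% = wells without cells with DMSO; values of inactives mirror those of a sister screen read the other way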
Arr AP2 block: blocks beta-arrestin peptide binding to AP2 adaptin. FITC-arrestin peptide / GST-AP2 beads, flow cytometry; AP2 beta2 appendage carries R879A mutation. inhibition, % at 10 µM. 0.31% of 340,000 active;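 active = inhibition above a set limit, near 3 SD of compounds lacking own fluorescence, cut at about 54% in these data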;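 note: plate controls were DMSO wells for no effect and 5 µM unlabelled arrestin peptide for full effect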
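System: GST-AP2 R879A bound to glutathione beads, E. coli-expressed. Also added: 50 nM FITC-arrestin peptide. Schedule: compound with beads 12 min RT, then probe 1 h RT. Signal: bead flow cytometry, FITC channel. Read-out basis: percent response.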
HTR5A ag: HTR5A agonism, opioid heterodimer counter-screen | HTR5A agonist assay, luminescence, cell-based | activation, % at 9.3 µM | P47898 | 0.61% of 340,000 active; in the data active = activation mostly above about 9.5%, no sharp cut-off; inactive = mostly below about 7.6%;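 note: 0% = cells with vehicle only and 100% = reference agonist; strong numbers were not always called active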
Target sequence (P47898 whole entry, looked up): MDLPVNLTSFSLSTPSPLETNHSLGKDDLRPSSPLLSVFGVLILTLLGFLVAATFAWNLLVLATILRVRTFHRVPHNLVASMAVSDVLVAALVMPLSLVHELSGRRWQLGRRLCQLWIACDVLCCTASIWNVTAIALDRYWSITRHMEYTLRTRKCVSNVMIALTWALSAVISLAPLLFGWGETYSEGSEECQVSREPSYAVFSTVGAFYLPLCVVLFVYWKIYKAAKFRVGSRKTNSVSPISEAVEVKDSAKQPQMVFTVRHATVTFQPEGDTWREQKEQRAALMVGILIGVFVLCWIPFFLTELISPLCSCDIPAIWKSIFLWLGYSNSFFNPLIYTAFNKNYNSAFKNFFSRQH
V-ATPase pHluor: yeast V-ATPase proton transport regulation by pHLuorin | 0.37% of 350,000 active | response, % at 10 µM | AID 504577 | S. cerevisiae, pHLuorin cytosolic pH fluorescence; in the data active = response mostly above about 7.3%, no sharp cut-off; inactive = mostly below about 5.4%; note: actives read high; inactives centre near 0; some compounds called inactive have numbers as strong as hits; reference of the scale not given here
HTR5A inv ctr: HTR5A inverse agonism, opioid heterodimer counter-screen; HTR5A cell line, luminescence; inhibition, % at 9.3 µM; 0.083% of 340,000 active; in the data active = inhibition mostly above about 23%, no sharp cut-off; inactive = mostly below about 18%;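 note: 0% = cells with DMSO and 100% = no-cell wells with DMSO; some compounds called inactive have numbers as strong as hits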
PKA-R1A activ: activates the PKA-R1A holoenzyme complex | activation, % at 11.4 µM | 0.083% of 340,000 active | PKA-R1A dissociation, Cy5-IP20 fluorescence polarization; scaled: DMSO 0%, 113 µM cGMP 100%;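 active = percent activation above the mean of all tested compounds plus 3 SD, cut at about 19% in these data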;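 note: higher means more PKAc released from R1A so a rise in polarization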
Pemphigus Ab inh: inhibitors of pemphigus antibody binding to human desmoglein-3; P32926; DSG3-coupled beads, scFv-anti-DSG3-GFP binding, flow cytometry; stronger effect = lower value; binding (percent of control), % at 10 µM; 0.48% of 310,000 active; AID 588358;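 active = binding more than 3 SD below its plate's average and above zero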;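 note: hits lower antibody fragment binding to DSG3; some compounds called inactive have numbers as strong as hits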
PKA-R2B act: activates the human PKA-R2B holoenzyme complex; P22694+P31323; PKA-R2B holoenzyme dissociation, Cy5-IP20 fluorescence polarization; R2B truncated from residue 108, S112A mutant; 0% DMSO only, 100% 113 µM cGMP; activation, % at 11.4 µM; 0.079% of 340,000 active;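 active = activation above a cutoff set at the mean over all compounds plus 3 SD, cut at about 18% in these data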;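 note: higher means more holoenzyme dissociation and a rise in polarization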
Target sequence (P31323 whole entry, looked up, other chains not shown, the tested form may be a part): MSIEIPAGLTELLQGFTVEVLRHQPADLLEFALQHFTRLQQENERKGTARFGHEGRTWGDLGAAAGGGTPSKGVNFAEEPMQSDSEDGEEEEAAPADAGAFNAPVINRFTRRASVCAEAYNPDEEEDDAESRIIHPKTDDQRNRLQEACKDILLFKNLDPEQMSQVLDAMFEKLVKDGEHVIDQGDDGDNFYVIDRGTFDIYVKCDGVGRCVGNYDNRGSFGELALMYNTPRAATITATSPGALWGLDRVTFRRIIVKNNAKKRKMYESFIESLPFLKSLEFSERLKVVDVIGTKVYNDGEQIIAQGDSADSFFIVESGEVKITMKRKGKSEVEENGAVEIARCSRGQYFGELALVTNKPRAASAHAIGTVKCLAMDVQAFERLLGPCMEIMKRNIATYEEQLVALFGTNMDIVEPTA
OPRM1-OPRD1 ag: agonists of human mu-delta opioid receptor heterodimerization. cells, OPRM1-OPRD1 heterodimerization, luminescence. activation, % at 9.3 µM. 0.3% of 340,000 active; in the data active = activation above about 18%;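 note: 0% = vehicle-treated cells and 100% = reference agonist; values of inactives mirror those of a sister screen read the other way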
DAGLB inhibitor: blocks human DAGLB lipase activity. inhibition, % at 5.17 µM. Q8NCG7. HEK293T DAGLB membrane lysate, EnzChek fluorogenic substrate. 0.059% of 340,000 active. AID 504411; in the data active = inhibition above about 34%;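 note: 0% = enzyme with vehicle and 100% = wells lacking enzyme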
An asterisk follows results filed as active; nt = not tested or not shown.

SMILES	MOR-DOR inv ag	Arr AP2 block	HTR5A ag	V-ATPase pHluor	HTR5A inv ctr	PKA-R1A activ	Pemphigus Ab inh	PKA-R2B act	OPRM1-OPRD1 ag	DAGLB inhibitor
Cc1ccc(C(=O)NCc2ccc3c(c2)OCO3)cc1C	17	35	-4	-4	17	-2	87	-5	-3.0	-8
O=C(OCCc1cc2ccccc2c(=O)o1)c1ccccc1C(F)(F)F	8	0	0	0	-30	7	105	-4	-1.4	-4
CCOC(=O)c1ccc(NC(=S)Nc2ccccc2)cc1	24	3	1	0	13	-1	86	-3	-4.9	2
CC(CCc1ccccc1)NC(=O)CSc1cccc[n+]1[O-] (stereo not drawn)	9	-11	1	0	15	-9	108	0	-1.8	-1
Cc1cc(SCC(=O)c2cccc([N+](=O)[O-])c2)nc(=O)[nH]1	-9	6	6	2	9	16	100	3	1.6	-1
CCOC(=O)c1sc2nc(N3CCOCC3)c3c(c2c1N)CC(C(C)C)OC3 (stereo not drawn)	3	34	-1	0	2	-1	82	7	-0.5	1
O=C(COc1ccc(Br)cc1)Nc1ccc([N+](=O)[O-])cn1	-21	14	16	-3	-40	-12	108	0	4.2	-7
CC(C)c1ccc(OCC(=O)Nc2cccc3c2CCCC3)cc1	-39	-7	1	0	8	5	102	-3	6.6	-30
COc1ccc(NS(=O)(=O)c2ccc(C)c(NC(=O)NC3CCCCC3)c2)cc1	-5	15	1	1	18	-9	127	5	1.0	-1
CCC(C(=O)OCC(=O)NC1CCS(=O)(=O)C1)c1ccccc1 (stereo not drawn)	14	-15	-5	2	14	3	113	-8	-2.6	-1
CCC(=O)N1CCc2cc(S(=O)(=O)NCCCOC)ccc21	1	33	-3	2	8	4	nt	3	-0.2	0
Cc1cnn(CCC(=O)NNC(=S)Nc2ccc(F)cc2)c1	31*	-5	-3	-1	8	7	103	-6	-5.5	1
CCCN(Cc1nnc(-c2ccccc2Cl)o1)C(=O)COc1ccc(Cl)cc1	4	4	5	2	-14	3	98	11	-0.9	1
CCCCc1c(O)nc(SCC(=O)NC(C)(C)C)n(-c2ccccc2C)c1=O	-3	0	-3	-2	-10	0	96	-8	0.6	4
COc1cc(CC(=O)C(=O)O)oc(=O)c1	nt	nt	nt	-1	nt	3	102	-1	nt	0
Cc1coc(NC(=O)CSc2nc(-c3ccc(Cl)cc3)cc(C(F)(F)F)c2C#N)n1	14	16	-4	-7	9	-1	91	-5	-2.7	-1
O=C(COc1ccc(Cl)cc1Cl)NCCCNC(=O)c1cnccn1	-23	4	6	-6	-16	-3	nt	0	3.1	2
O=C(C[C@H]1C[C@@H]2c3cc(NS(=O)(=O)c4ccccc4)ccc3O[C@@H]2[C@H](CO)O1)NC1CCCC1	nt	nt	nt	-2	nt	-1	nt	2	nt	0
O=C(Oc1ccc(O)cc1)C12CC3CC(CC(C3)C1)C2	-35	10	6	0	-13	-14	98	-11	6.9	-6
Cc1ccc(CNC(=O)C2CCCN2C(=O)NCc2ccccc2)cc1 (stereo not drawn)	10	-6	0	1	-2	-9	nt	5	-1.6	0
O=C(N/N=C/C1C(c2ccccc2)C1(Cl)Cl)c1cccc(Br)c1 (stereo not drawn)	5	18	11*	-4	-7	-2	109	-2	-0.8	-2
COc1cc(C(=O)C(=O)c2cc(OC)c(O)c(OC)c2)cc(OC)c1O	14	-12	10	0	-41	-5	111	-3	-2.6	0
CC(NNC(=S)N1CCN(c2ccccn2)CC1)c1nccc2ccccc12 (stereo not drawn)	14	-5	1	-4	-5	-3	85	-8	-2.7	4
CSC(=S)N/N=C/c1ccc(N(C)C)cc1	-37	19	5	-1	-13	5	104	-4	5.1	0
CCCNC(=O)Nc1ccccc1SC	13	-9	-5	-4	3	-8	103	3	-1.8	0
Cc1cc(C)cc(C(=O)NN2CCN(C)CC2)c1	21	29	5	0	-2	-2	102	2	-4.4	-2
CC(=O)Nc1ccc(S(=O)(=O)CCC(=O)O)cc1	11	0	-3	0	-5	-5	102	-8	-1.8	-3
CCc1ccc(-n2c(SCC(=O)Nc3cc(C)[nH]n3)nc3[nH]ncc3c2=O)cc1	8	-11	-3	2	9	-12	116	1	-1.3	0
CN(C(=O)CSc1nnc(NCc2ccccc2)s1)C1CCS(=O)(=O)C1 (stereo not drawn)	14	20	-2	0	-8	2	105	18	-2.8	-1
CCCC(c1nnnn1CCC(C)C)N1CCC(C(N)=O)CC1 (stereo not drawn)	1	19	4	1	9	-8	nt	-4	-0.1	-1
CC(NC(=O)c1ccccc1SCC(=O)N1CCCC1)c1ccccc1 (stereo not drawn)	17	-4	-1	-2	4	6	99	-8	-3.3	0
CCCCNC(=S)N/N=C1\C(=O)c2cccc3cccc1c23	15	2	4	2	1	3	107	-17	-3.3	1
CCOC(=O)C1CCCN(CC(=O)Nc2c(C(=O)OC)[nH]c3ccc(Br)cc23)C1 (stereo not drawn)	-17	-4	12	-2	-33	-4	nt	-5	3.0	-3
O=C(COC(=O)c1cn(-c2ccccc2)nc1-c1ccccc1)c1cccc([N+](=O)[O-])c1	21	9	5	1	-13	-9	101	-1	-4.5	2
Cc1cc(C)n2nc(CC(=O)NNC(=O)c3ccccc3Cl)nc2n1	8	-5	3	-2	-3	3	102	-16	-1.7	0
CC1=C(C(=O)N(C)C)CC(CC(=O)NC(c2ccccc2)c2ccccc2)C(=O)N1Cc1ccccc1 (stereo not drawn)	nt	nt	nt	1	nt	-7	104	-3	nt	-1
O=C(CSc1ccc(-c2ccncc2)nn1)c1ccccc1	9	11	-2	2	13	7	98	-7	-1.7	-1
O=C(O)CCN1C(=O)C2C3CC(C2C1=O)C1C(c2ccccc2)c2sc(=O)[nH]c2SC31 (stereo not drawn)	-2	-9	-3	1	8	1	89	4	0.3	-1
CSCCC(NC(=O)COc1ccccc1)C(=O)NCCOc1ccccc1 (stereo not drawn)	7	-6	-2	-4	5	-6	nt	1	-1.6	1
Cc1ccc(OCCn2cc(Br)c(=O)[nH]c2=O)cc1	-1	-4	6	-3	-3	-4	100	-6	0.1	3
CCOC(=O)c1c(-c2ccccc2)csc1NC(=O)CSc1nnc(C)s1	-2	1	3	1	-27	-1	109	-4	0.5	-5
CC1CC(C)CN(C(=O)COC(=O)/C=C/c2cccc([N+](=O)[O-])c2)C1 (stereo not drawn)	18	41	-5	5	12	7	100	-11	-3.4	0
CCCCCn1c(=N)c(S(=O)(=O)c2ccc(Cl)cc2)cc2c(=O)n3cccc(C)c3nc21	-3	9	2	5	-13	-6	106	-10	0.4	-1
COc1cc(C(=O)Nc2ccc3c(c2)CCN3C(C)=O)cc(OC)c1OC	17	-4	-2	-2	7	7	104	4	-3.3	2
Cc1ccc(C(=O)Nc2c(C)n(C)n(-c3ccccc3)c2=O)cc1	12	-13	0	0	1	3	101	8	-2.5	0
Cc1ccc2c(c1)CC(C)N2S(=O)(=O)c1nnc(NC(=O)CC(C)C)s1 (stereo not drawn)	-26	5	-1	8	4	3	nt	1	5.1	0
Cc1cccc(OCC2=NS(=O)(=O)c3ccccc3N2)c1	7	20	7	-1	2	-5	96	-5	-1.1	0
Cc1c(Cl)cccc1NC(=S)NCCCN(C)C	13	8	1	1	-3	7	81	14	-2.0	-3
CCC(Oc1cccc(C)c1)C(=O)Nc1ccccc1C(=O)N1CCOCC1 (stereo not drawn)	10	-14	6	-3	4	-23	nt	-7	-1.9	3
CSCCC(NC(=O)COc1ccccc1)C(=O)N1CC(C)OC(C)C1 (stereo not drawn)	3	4	0	1	0	-1	99	6	-0.8	-1
Cc1cc(C)cc(SCc2noc(C(=O)NCc3ccccc3)c2C(=O)NCc2ccccc2)c1	4	44	-6	-4	15	1	104	1	-0.8	-4
COc1ccc(CNC(=O)CCS(=O)(=O)Cc2cccc(Cl)c2)c(OC)c1	2	4	-5	14*	16	-1	101	-8	-0.4	1
COc1ccc(CN(C(=O)c2cccs2)c2ccccc2C(=O)O)cc1	-6	8	3	3	-9	-10	74	-13	1.1	4
Cc1ccc(S(=O)(=O)N/N=C2/CC(c3ccccc3)Oc3ccccc32)cc1 (stereo not drawn)	-35	10	4	-5	-13	-5	87	-12	6.2	5
O=C(CC1C(=O)N(c2ccccc2)C(=S)N1c1ccccc1)c1ccccc1 (stereo not drawn)	-20	1	9	4	-14	-3	112	-4	2.8	-6
Cc1cccc(NC(=S)NC(C)C(c2cccs2)N2CCN(C)CC2)c1C (stereo not drawn)	13	-4	1	2	-2	2	95	-3	-2.7	1
Cc1ccnc2nc(C(=O)OCCOc3ccc(F)cc3)nn12	11	-21	1	-5	-2	-10	115	2	-2.2	1
C=CCNC(=O)c1cccc(OC2CCN(CC(C)(C)C)CC2)c1	2	13	2	5	-14	9	95	11	-0.4	-1
Cc1nnc(N(CCC#N)CCC#N)s1	-4	1	16	0	-45	0	nt	-6	0.8	1
CCOC(=O)c1ccccc1NC(=O)CSc1nc2ccccc2o1	-31	19	2	5	7	-5	100	0	5.6	-8

Overlap with the part before: 3 entries, then new ones.
SMILES	MOR-DOR inv ag	Arr AP2 block	HTR5A ag	V-ATPase pHluor	HTR5A inv ctr	PKA-R1A activ	Pemphigus Ab inh	PKA-R2B act	OPRM1-OPRD1 ag	DAGLB inhibitor
C=CCNC(=O)c1cccc(OC2CCN(CC(C)(C)C)CC2)c1	2	13	2	5	-14	9	95	11	-0.4	-1
Cc1nnc(N(CCC#N)CCC#N)s1	-4	1	16	0	-45	0	nt	-6	0.8	1
CCOC(=O)c1ccccc1NC(=O)CSc1nc2ccccc2o1	-31	19	2	5	7	-5	100	0	5.6	-8
COc1ccc2c(c1)CC/C(=C/c1ccncc1)C2=O	2	4	-3	-1	-23	-8	119	-10	-0.5	-1
Cc1nn2c(=O)[nH]cnc2c1Cl	nt	nt	nt	-1	nt	-3	107	8	nt	3
O=C(c1ccc2ncsc2c1)N1CCN(c2ccccc2Cl)CC1	0	-24	-3	1	-27	-15	111	-3	0.1	-6
Cn1cccc1Cc1nnc(SCC(=O)NCc2ccccc2Cl)n1-c1ccc(F)cc1	5	24	-1	1	4	-1	99	-7	-0.9	0
CN(C)C1(CNC(=O)c2cccc(S(=O)(=O)NCc3ccccc3)c2)CCCCC1	-4	5	-5	-2	12	-6	104	-17	0.9	-1
c1cn2c(NC3CCCC3)c(-c3ccc(N4CCOCC4)cc3)nc2cn1	19	-3	-2	-3	-17	0	82	-2	-3.4	1
CCc1ccccc1NC(=O)CN(C)C(=O)COC(=O)c1ccccc1Cl	18	23	6	3	2	-2	87	-7	-3.4	0
CCCCCCCCCCCCN1[C@@H](CC(=O)O)c2cc(C(F)(F)F)ccc2S1(=O)=O	14	-3	0	-1	-31	9	104	11	-2.7	11
O=C(Nc1nnc(S(=O)(=O)N2CCOCC2)s1)c1ccc(F)cc1	-8	-5	0	-6	-3	1	83	3	1.4	0
